GDH-TPI counter – inhibits GDH-TPI coupling enzymes, artifact for Mtb FBA screen | hit rate 1.2% among 360,000 | inhibition, % at 4.8 µM | GDH-TPI coupled enzyme counterscreen, NADH absorbance; in the data active = inhibition above about 30%;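 note: 0% = DMSO wells and 100% = wells lacking the enzyme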
3CLpro inhibitor – SARS-CoV 3CLpro protease inhibition. AID 1706. hit rate 0.14% among 290,000. inhibition, % at 6 µM. recombinant SARS-CoV 3CLpro, quenched FRET peptide cleavage; in the data active = inhibition above about 12%
Vc quorum ag – induces V. cholerae light production without autoinducers. V. cholerae BH1578 lux reporter, luminescence, 6 h. activation, % at 18.7 µM. hit rate 0.16% among 350,000. AID 588436; in the data active = activation mostly above about 9.7%, no sharp cut-off; note: not every result past the cut was called active; inactives centre near 0; reference of the scale not given here
MazEF act – increases E. coli MazEF RNase cleavage of RNA; FAM/BHQ RNA-DNA oligo cleavage fluorescence, 5 h; activation, % at 20 µM; hit rate 0.32% among 350,000; AID 504720; in the data active = activation above about 50%
Mtb FBA inh – Mtb fructose-bisphosphate aldolase inhibition. P9WQA3. purified M. tuberculosis FBA, fluorescence read-out. inhibition, % at 1 µM. hit rate 2.3% among 360,000; in the data active = inhibition above about 27%;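 note: 0% = vehicle and 100% = reference inhibitor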
Target sequence (P9WQA3 whole entry, looked up): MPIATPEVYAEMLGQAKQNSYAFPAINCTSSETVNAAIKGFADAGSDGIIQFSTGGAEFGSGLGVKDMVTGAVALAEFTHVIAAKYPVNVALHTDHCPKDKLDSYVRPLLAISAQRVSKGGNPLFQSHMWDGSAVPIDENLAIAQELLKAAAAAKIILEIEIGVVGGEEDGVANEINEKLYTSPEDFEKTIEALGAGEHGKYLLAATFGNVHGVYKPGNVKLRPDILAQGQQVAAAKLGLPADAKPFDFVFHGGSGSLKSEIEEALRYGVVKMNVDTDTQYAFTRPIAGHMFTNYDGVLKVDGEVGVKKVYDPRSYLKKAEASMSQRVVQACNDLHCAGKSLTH
Mtb UGM inh – Mtb UDP-galactopyranose mutase inhibition | P9WIQ1 | purified UGM, fluorescence polarization probe displacement | inhibition, % at 10 µM | hit rate 0.06% among 320,000; in the data active = inhibition above about 10%, passing the limit was not always enough
Target sequence (P9WIQ1 whole entry, looked up): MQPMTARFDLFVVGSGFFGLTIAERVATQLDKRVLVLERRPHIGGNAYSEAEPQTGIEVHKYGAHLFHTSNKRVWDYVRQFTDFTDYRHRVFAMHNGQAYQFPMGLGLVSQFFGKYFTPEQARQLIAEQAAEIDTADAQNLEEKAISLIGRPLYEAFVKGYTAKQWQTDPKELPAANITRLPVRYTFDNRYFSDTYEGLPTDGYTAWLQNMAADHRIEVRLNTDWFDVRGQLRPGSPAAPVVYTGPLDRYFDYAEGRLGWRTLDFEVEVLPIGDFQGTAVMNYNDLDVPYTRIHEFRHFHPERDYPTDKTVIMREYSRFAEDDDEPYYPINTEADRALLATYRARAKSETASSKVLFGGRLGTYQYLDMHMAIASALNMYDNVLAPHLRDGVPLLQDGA
DUSP3 inh – DUSP3 (human) phosphatase inhibition; P51452; recombinant VHR phosphatase, pNPP absorbance; inhibition, % at 13.3 µM; hit rate 0.52% among 290,000; in the data active = inhibition above about 50%; note: some compounds called inactive have numbers as strong as hits
Target sequence (P51452 whole entry, looked up): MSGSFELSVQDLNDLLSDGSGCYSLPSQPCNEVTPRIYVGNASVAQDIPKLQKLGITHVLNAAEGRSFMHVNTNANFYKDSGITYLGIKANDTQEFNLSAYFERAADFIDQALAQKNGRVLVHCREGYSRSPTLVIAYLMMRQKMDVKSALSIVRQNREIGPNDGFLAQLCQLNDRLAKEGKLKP
Rv3671c protease – Rv3671c (M. tuberculosis) protease inhibition; P9WHR9; hit rate 0.048% among 320,000; inhibition, % at 5.96 µM; AID 2606; in the data active = inhibition above about 38%;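 note: extracellular domain of Rv3671c used as enzyme; 0% = enzyme with DMSO and 100% = no enzyme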
SSB-PriA inh – K. pneumoniae PriA-SSBct interaction inhibition; AID 1272365; hit rate 0.6% among 430,000; inhibition, % at 33 µM; AlphaScreen SSBct-PriA binding, biotinylated peptide; in the data active = inhibition mostly above about 37%, no sharp cut-off; inactive = mostly below about 20%;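 note: plate controls were negative control peptide for no effect and reference peptide for full effect; strong numbers were not always called active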
BioA inh – inhibitors of Mycobacterium tuberculosis BioA enzyme; purified M. tuberculosis BioA enzyme, plate reader; inhibition, % at 9.99 µM; hit rate 0.096% among 360,000; AID 602481; in the data active = inhibition above about 40%
* marks the source's active call; other numbers are inactive results; i = inactive; . = not tested or not shown; & = joins results of further samples.

SMILES	GDH-TPI counter	3CLpro inhibitor	Vc quorum ag	MazEF act	Mtb FBA inh	Mtb UGM inh	DUSP3 inh	Rv3671c protease	SSB-PriA inh	BioA inh
NS(=O)(=O)c1ccc2nc(NC(=O)c3ccc4c(c3)OCCO4)sc2c1	25	-1	.	12	5	-5.0	-4	-41	-1	0.0
CCNCC1(c2ccc(OC)c(OC)c2)CCCC1	12	0	i	4	1	3.6	2	-3	-21	0.5
CC(=O)CC(=O)Nc1cccc2c1CCCC2	7	0	i	1	-1	-3.4	0	6	-21	0.0
O=C(Nc1ccc(NC(=O)c2ccco2)c(Cl)c1)c1ccc2c(c1)OCCO2	1	1	-0.6	-14	-5	-0.8	32	-50	-4	-1.9
CC(Sc1nnc(-c2ccccc2F)n1C1CC1)C(N)=O (centres undefined)	3	1	-0.4	-21	-1	-1.5	11	-1	-16	-1.6
COC(=O)c1ccc(COC(=O)CNC(=O)C2CCCCC2)cc1	8	.	i	10	3	-3.3	.	-5	-21	0.0
Cn1nnnc1SCC(=O)NC(C)(C)C	1	1	-0.9	5	3	-0.4	39	1	-9	-1.5
C/C(=N\NC(N)=S)c1ccc(Cl)s1	23	4	10	-1	-4	-0.9	-5	12	.	.
S=c1[nH]nc(CCc2ccc(Cl)cc2)o1	7	2	-0.5	-11	1	0.0	-10	3	-11	-2.5
c1ccc2[nH]c(CSc3ncnc4c3oc3ccccc34)nc2c1	11	-2	-0.4	-7	3	-2.6	7	-22	-7	.
COCCN1CCN(Cc2nc(Cc3ccc(OC)c(OC)c3)no2)CC1	-6	-1	i	4	-1	-1.9	11	4	-1	1.8
O=C(COc1ccc2ccccc2c1)Nc1cccc2cccnc12	-5	7	i	-13	1	-0.5	19	-28	-16	4.5
Cn1nc(C(F)(F)F)c2cc(NC(=O)OCC(C)(C)C)sc21	2	6	-0.5	0	5	0.6	-11	-5	-9	2.0
O=C(NCC(F)(F)F)Nc1ncccn1	-2	1	15*	6	2	-1.7	28	-2	-23	-1.4
OCCC1CN(Cc2ccsc2)CCN1C1CCCC1 (centres undefined)	8	-4	i	6	-1	1.3	39	0	-11	-3.9
CC(=O)Nc1nnc(CCN2CCCCC2)s1	5	-5	-0.2	9	1	0.7	11	-13	-20	0.9
CS(=O)(=O)N(CC(N)=O)Cc1ccc(Cl)cc1	7	-2	-0.3	0	3	0.1	6	-6	-10	-1.1
Cc1csc(N/N=C/c2ccc([N+](=O)[O-])cc2)n1	17	-4	-0.4	6	-3	-1.3	-8	4	.	-1.4
COc1ccc(Nc2nc(NCCO)nc(OC)n2)cc1	9	3	1.6	-6	-1	0.6	5	0	-9	.
CCOC(=O)c1oc2ccccc2c1CN1CCCCC1	1	2	-0.8	7	9	-2.4	-10	0	-8	-0.7
CCOC(=O)c1c(C)nc(SC)c(C#N)c1-c1ccccc1	6	0	-0.4	4	0	-2.4	1	4	-28	.
COc1ccc(/C=N/NC(=O)Nc2cccc3nsnc23)c(OC)c1	11	1	-0.6	-2	5	1.9	-9	-7	.	.
O=C(CSc1nc(-c2ccc(F)cc2)cs1)NCCN1C(=O)CSC1=O	-4	4	i	7	4	-1.8	-2	2	-6	.
COc1cc2c(cc1OC)C(c1cc(C)ccc1C)CC(=O)N2 (centres undefined)	4	-1	0.2	-2	1	-2.3	-8	.	3	-7.5
CCOCC(=O)Nc1ccc([N+](=O)[O-])cc1C	14	3	-0.3	3	2	-1.3	6	-10	-10	-0.6
CCCCCN1C/C=C\C(c2ccc(OC)cc2)N(Cc2ccc(F)cc2)C(=O)C1 (centres undefined)	5	.	-0.9	-3	2	-2.1	26	0	-8	-0.2
COC(=O)c1c(C)[nH]c(C(=O)CN2CCOCC2)c1C	1	-1	0.2	-1	0	-2.2	24	5	-7	2.5
O=C(COc1cccc2cccnc12)N1CCc2ccccc21	4	3	0.0	8	2	-3.1	17	2	-16	.
CCC(=O)NC1=C(Nc2ccc(N)cc2)C(=O)c2ccccc2C1=O	5	-1	i	7	1	2.2	70	-12	9	0.9
Cc1ccc(CSCC(=O)N(C)CC(=O)Nc2ccccc2Cl)cc1	-1	.	i	0	1	-3.9	.	-10	-10	.
Nc1ccc(NC(=O)c2ccco2)c(Cl)c1	2	2	0.4	3	2	1.8	7	0	-2	0.5
CCC(C)N(C(=O)COC(=O)CSc1ccc(C)c(C)c1)C1CCS(=O)(=O)C1 (centres undefined)	0	.	-2.0	1	-1	1.7	.	2	-3	0.2
Cc1ccccc1Nc1c(F)c(F)c(F)c(F)c1C(=O)O	6	3	-0.4	-3	-2	2.7	10	-1	-7	.
COc1ccc(/C(C)=N/Nc2nc(C)c(C(C)=O)s2)cc1	19	0	-0.4	2	-1	-1.9	8	-7	.	0.4
O=C(c1nn(-c2ccccc2)c(=O)c2ccccc12)N1CCN(c2ncccn2)CC1	10	4	-0.5	9	1	-0.2	9	-2	-3	.
CC1CCN(c2nnc(NC(=O)Cn3c(=O)oc4ccccc43)s2)CC1	0	-3	0.4	1	0	-2.3	12	-3	-11	-0.1
NC(=S)N/N=C/c1ccccc1OC(=O)c1cc2ccccc2oc1=O	26	0	-0.3	8	6	1.8	0	-7	.	-1.8
O=C(C(=O)N1CCc2ccccc2C1)c1cn(CC(=O)N2CCCC2)c2ccccc12	7	5	-0.6	-8	-1	-1.9	21	0	4	.
Cc1ccc(SCCC(=O)NCCSCc2ccccc2C)cc1	4	7	0.8	-4	4	0.6	6	2	-12	.
COc1ccc(NC(=O)Cn2nc(C(=O)O)c3ccccc3c2=O)cc1S(=O)(=O)N1CCCCC1	11	.	i	-15	1	-0.8	.	-2	2	-0.6
Cc1cc(SCC#N)nc2ccccc12	1	1	0.7	-8	-4	0.9	-3	-3	-7&-12	-0.5
COc1ccc(Cl)cc1NC(=O)CSc1cccc[n+]1[O-]	-12	.	1.1	2	3	-1.2	.	5	-4	0.0
CCC(C)(C)NC(=O)c1cc(C(=O)OC)cc([N+](=O)[O-])c1	10	4	11	8	-1	0.8	11	0	5	.
Cc1cn(CC(=O)NCC(C)c2ccccc2)c(=O)[nH]c1=O (centres undefined)	-10	.	-0.4	8	1	.	.	.	-16	0.6
CCn1c(SCC(=O)NCC2CCCO2)nc2c(c1=O)SCC2 (centres undefined)	2	-1	i	5	1	0.8	24	11	-2	7.4
CC(C)(C)CC(=O)Nc1ccccc1N1CCN(c2ccccc2)CC1	-1	-2	i	6	0	2.8	8	3	1	.
Nc1c(S(=O)(=O)c2ccccc2)cnc2c(-c3ccc(F)cc3)cnn12	5	2	-3.8	11	1	-3.2	18	-4	-11	-0.8
COc1ccc(CC(=O)N(C)Cc2ccc(C(C)(C)C)cc2)cc1S(=O)(=O)N1CCOCC1	3	2	-0.2	-1	3	-0.4	18	3	-5	0.7
CCc1cc2c(SCC(=O)c3ccccc3)ncnc2s1	-8	3	6.2	-8	-4	-0.9	-1	-10	-17	-0.6
CC(NC(=O)NC1CCCCC1)C(c1cccs1)N1CCN(C)CC1 (centres undefined)	8	2	i	13	3	-2.2	-2	-2	-10	-0.1
COc1cc(C(=O)Nc2ccc3c(c2)Cc2ccccc2-3)cc(OC)c1OC	2	2	-5.6	-16	0	-1.3	-2	-11	4	.
CC(=O)N1c2ccc(S(=O)(=O)NCc3ccco3)cc2CC1C (centres undefined)	-6	5	-0.4	5	0	0.8	4	7	0	1.9
Cc1c(C(=O)NCc2ccccc2)oc2ccc(S(=O)(=O)N3CCCC3)cc12	10	-5	-0.1	1	4	0.7	17	-11	-10	-1.1
CCc1nc2ccc(C(=O)Nc3ccc(Cl)c(Cl)c3)cn2c1N(C)Cc1ccc(OC)cc1	-5	.	0.3	.	1	.	.	.	.	-0.6
CC(=O)Nc1c(F)cc(Br)cc1F	2	2	-1.6	-15	-6	-0.9	22	5	-3	-2.9
O=C1c2cccc(Cl)c2C(=O)N1c1ccccn1	2	.	-0.5	-6	4	1.1	.	1	-4	-0.9
Cc1ccc(N(C)C(=O)c2ccc3c(Cl)c4c(nc3c2)CCC4)cc1C	11	1	-0.2	7	3	-1.4	8	-5	-2	1.3
COCCN(C(=O)CC1CCCC1)c1c(N)n(CC(C)C)c(=O)[nH]c1=O	8	.	i	1	-2	2.1	.	7	9	-0.6
Cc1ccc2cccc(CC(=O)NN)c2c1	4	.	-0.2	5	7	.	.	.	.	14
O=C(NNS(=O)(=O)c1ccccc1)c1cccc(F)c1	-7	-5	-0.5	5	0	0.7	14	3	-3	-0.6
Further records follow.
SMILES	GDH-TPI counter	3CLpro inhibitor	Vc quorum ag	MazEF act	Mtb FBA inh	Mtb UGM inh	DUSP3 inh	Rv3671c protease	SSB-PriA inh	BioA inh
COC(=O)c1cccc(NC(=S)NCc2ccco2)c1	-4	-1	i	0	-1	0.5	11	-7	2	0.1
CCN(CC)C(=O)CSc1nc2c(sc(=S)n2Cc2ccco2)c(=O)n1-c1ccccc1	11	8	-5.9	-5	4	-1.1	18	12	-3	2.4
COCCn1c(SCC(=O)N2CCCCC2)nc2c(c1=O)SCC2	13	6	i	3	41*	-1.2	24	-4	-13	2.4
CC(C)(C)Cc1c(-c2ccc(Br)cc2)nc2ccc(Cl)cn12	7	.	-0.6	-13	-3	.	.	.	.	-1.3
COc1ccc(S(=O)(=O)N2CCN(C(=O)Nc3ccccc3OC)CC2)cc1	6	13*	i	0	-1	1.2	6	-10	2	0.0
NC(=O)CC(NC(=O)Cc1cccc2ccccc12)c1ccc(NC2CCCCC2)c([N+](=O)[O-])c1 (centres undefined)	6	.	1.3	7	-2	2.7	15	4	-6	-1.3

Among those listed so far, 8 contain a furan ring, fused or not:
SMILES	GDH-TPI counter	3CLpro inhibitor	Vc quorum ag	MazEF act	Mtb FBA inh	Mtb UGM inh	DUSP3 inh	Rv3671c protease	SSB-PriA inh	BioA inh
O=C(Nc1ccc(NC(=O)c2ccco2)c(Cl)c1)c1ccc2c(c1)OCCO2	1	1	-0.6	-14	-5	-0.8	32	-50	-4	-1.9
c1ccc2[nH]c(CSc3ncnc4c3oc3ccccc34)nc2c1	11	-2	-0.4	-7	3	-2.6	7	-22	-7	.
CCOC(=O)c1oc2ccccc2c1CN1CCCCC1	1	2	-0.8	7	9	-2.4	-10	0	-8	-0.7
Nc1ccc(NC(=O)c2ccco2)c(Cl)c1	2	2	0.4	3	2	1.8	7	0	-2	0.5
CC(=O)N1c2ccc(S(=O)(=O)NCc3ccco3)cc2CC1C (centres undefined)	-6	5	-0.4	5	0	0.8	4	7	0	1.9
Cc1c(C(=O)NCc2ccccc2)oc2ccc(S(=O)(=O)N3CCCC3)cc12	10	-5	-0.1	1	4	0.7	17	-11	-10	-1.1
COC(=O)c1cccc(NC(=S)NCc2ccco2)c1	-4	-1	i	0	-1	0.5	11	-7	2	0.1
CCN(CC)C(=O)CSc1nc2c(sc(=S)n2Cc2ccco2)c(=O)n1-c1ccccc1	11	8	-5.9	-5	4	-1.1	18	12	-3	2.4

High-throughput results: PubChem BioAssay, several laboratories

A portion of the library (hit frequency here may not be typical).
